RGS4 inh = inhibitors of human regulator of G protein signaling 4. Potency, µM (top dose mostly 114 µM), for inactives: top-dose activity change, negative = inhibition, hits mostly inhibitors. Transcreener GDP fluorescence polarization, RGS4-accelerated GTP hydrolysis. 0.039% of 390,000 active. P49798; note: % is set by controls: 0 for no effect and ±100 for the full control effect; nearly all actives have a fitted effect of over 75% in size; some results filed as inactive show a strong effect at the top dose
Target sequence (P49798 whole entry, looked up): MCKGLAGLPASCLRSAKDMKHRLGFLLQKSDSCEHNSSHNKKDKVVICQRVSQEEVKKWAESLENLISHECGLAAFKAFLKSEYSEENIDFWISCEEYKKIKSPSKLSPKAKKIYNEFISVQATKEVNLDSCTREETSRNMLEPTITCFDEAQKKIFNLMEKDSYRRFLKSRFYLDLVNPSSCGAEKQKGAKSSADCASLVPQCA
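MLSMR compounds (23 nl, pin-transferred) preincubated 10 min at room temperature with a 500nM (2x) first reagent, then RGS4 at 900nM (2x) plus Transcreener GDP mix added; fluorescence polarization (620/688 nm) read before and after 90 min at 30 °C.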
JMJD2A Tudor = inhibitors of human JMJD2A Tudor domain. AlphaScreen JMJD2A-Tudor / H3K4me3 peptide binding. Potency, µM (top dose mostly 114 µM), without a hit: at the top dose activity change, negative = inhibition, most hits filed as inhibitors. 4.4% of 390,000 active. AID 504339; note: % is set by controls: 0 for no effect and ±100 for the full control effect; nearly all actives have a fitted effect of over 50% in size
HP1b chromo inh = blocks HP1-beta chromodomain binding to methylated histone tails; Potency, µM (top dose mostly 114 µM), for the others: at the top dose activity change, negative = inhibition, most hits filed as inhibitors; AID 540317; P83916; AlphaScreen HP1-beta / biotin-H3K9me3 peptide binding; 0.56% of 390,000 active; note: nearly all actives have a fitted effect of over 70% in size; inactives centre near 23
Target sequence (P83916 whole entry, looked up): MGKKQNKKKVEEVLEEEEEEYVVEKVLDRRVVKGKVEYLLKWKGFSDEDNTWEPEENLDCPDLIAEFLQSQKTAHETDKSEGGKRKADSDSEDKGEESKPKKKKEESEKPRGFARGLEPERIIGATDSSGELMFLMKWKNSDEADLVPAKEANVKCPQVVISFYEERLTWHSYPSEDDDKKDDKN
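AlphaScreen: HP1-beta (50 nM) preformed 30 min with biotin-H3(1-18)K9me3 peptide (50 nM) in PBS pH 7.4, 0.01% Tween-20. Compound added for 30 min at RT, then streptavidin donor/nickel chelate acceptor beads (10 ug/mL) for 30 min.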
GLS inh = blocks human kidney-isoform glutaminase activity | 0.21% of 410,000 active | O94925 | GLS enzymatic activity, qHTS titration | Potency, µM (doses to about 45.5 µM), for the others: top-dose activity change, negative = inhibition, actives largely listed as inhibitors | AID 624170; note: % is set by controls: 0 for no effect and ±100 for the full control effect
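Compounds were pin-transferred onto hKGA, after which L-glutamine (1 mM solution) and a detection mix of glutamate oxidase, HRP and Amplex Red were added. Initial and 30 min RT fluorescence reads were collected.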
ERG-DNA inh = ERG Ets/DNA interaction inhibition | P11308 | fluorescence polarization, His-ERG Ets domain / labelled DNA | Potency, µM (doses to about 76.9 µM), inactives show at the highest dose FP activity, negative = inhibition, most hits filed as inhibitors | 0.028% of 370,000 active; active = well fitted inhibition curve with a large enough effect in the polarisation, with a control signal flat; inconclusive = small, poorly fitted or top-dose-only effect, or effect the other way, or a change in a side signal; inactive = no such curve, though single readings can be large or run the other way; the % refers to the polarisation;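 note: polarization taken with two DNA probes labelled with fluorescein and Texas red; % of control where 0% means no effect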
Target sequence (P11308 whole entry, looked up, the tested form may be a part): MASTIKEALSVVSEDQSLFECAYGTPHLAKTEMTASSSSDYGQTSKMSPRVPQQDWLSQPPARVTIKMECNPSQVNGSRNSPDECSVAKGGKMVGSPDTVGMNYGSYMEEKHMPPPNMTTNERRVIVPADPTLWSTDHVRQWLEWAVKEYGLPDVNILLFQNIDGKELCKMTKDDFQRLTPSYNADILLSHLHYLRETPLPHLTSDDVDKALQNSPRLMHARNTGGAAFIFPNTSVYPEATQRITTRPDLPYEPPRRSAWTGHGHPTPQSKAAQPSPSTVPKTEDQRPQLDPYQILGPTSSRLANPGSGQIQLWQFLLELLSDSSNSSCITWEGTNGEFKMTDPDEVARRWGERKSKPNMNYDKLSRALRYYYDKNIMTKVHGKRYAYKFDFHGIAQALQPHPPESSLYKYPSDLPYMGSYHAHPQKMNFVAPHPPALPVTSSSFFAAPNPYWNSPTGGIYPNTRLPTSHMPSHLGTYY
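His-tagged ERG Ets domain (1 uM in the protein solution; 300mM KCl, 50mM Tris-HCl, 1mM EDTA, 1mM DTT, pH 7.5) received compound, then a probe mix of 5 nM fluorescein-DNA and 100nM Texas-615-DNA. Fluorescence polarization was read for both dyes.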
12-LOX inh = inhibitors of human 12S-lipoxygenase ALOX12; purified 12hLO, xylenol orange hydroperoxide absorbance; Potency, µM (titrated, usually from 108 µM), for the others: top-dose activity change, negative = inhibition, hits mostly inhibitors; P18054; 1.1% of 580,000 active; note: % is set by controls: 0 for no effect and ±100 for the full control effect
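Purified human 12hLO at 150 nM in 25 mM Hepes, 0.01% Triton X-100, pH 7.0, preincubated 15 min at room temperature with compound. Reaction started with 40 uM arachidonic acid, 30 min at room temperature. Hydroperoxide measured by Fe-xylenol orange, 573/405 nm absorbance ratio.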
TrxR1 inh = inhibitors of rat thioredoxin reductase 1; recombinant rTrxR1, NADPH fluorescence consumption, selenite substrate; O89049; 1% of 390,000 active; AID 588453; Potency, µM (doses to about 114 µM), without a hit: at the top dose activity change, negative = inhibition, usual class: inhibitors; note: % is set by controls: 0 for no effect and ±100 for the full control effect; nearly all actives have a fitted effect of over 65% in size
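Rat TrxR1 (90 nM in the dispensed reagent) was pre-reduced with 400 uM NADPH for 5 min at room temperature, then incubated with compound for 15 min. After 400 uM selenite was added, NADPH fluorescence (Ex 340/Em 450 nm) was followed for 8 min.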
Pin1 inh = human Pin1 inhibition; Q13526; Pin1 FP peptide displacement, HiFluor488, 10 min; Potency, µM (highest dose often 115 µM), without a hit: at the highest dose activity, negative = inhibition, actives largely listed as inhibitors; 0.009% of 390,000 active; active = well fitted inhibition curve with a large enough effect in the polarisation, with a control signal flat, not every such curve was filed as active; inconclusive = small, poorly fitted or top-dose-only effect, or effect the other way, or a change in a side signal; inactive = no such curve, though single readings can be large or run the other way; the % refers to the polarisation; note: % is set by controls: 0 for no effect and ±100 for the full control effect
Target sequence (Q13526 whole entry, looked up): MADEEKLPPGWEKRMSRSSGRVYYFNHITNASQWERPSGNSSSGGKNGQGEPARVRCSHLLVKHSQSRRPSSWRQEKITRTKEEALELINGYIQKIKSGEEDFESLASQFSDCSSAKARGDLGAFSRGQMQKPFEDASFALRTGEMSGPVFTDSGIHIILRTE
Tb PGK inh = inhibitors of T. brucei phosphoglycerate kinase | 0.043% of 380,000 active | PGK/GAPDH coupled, Kinase-Glo luminescence, 60 min | Potency, µM (titrated, usually from 57.5 µM), for the others: top-dose activity change, negative = inhibition, hits mostly inhibitors; note: % is set by controls: 0 for no effect and ±100 for the full control effect; nearly all actives have a fitted effect of over 60% in size
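Luminescent ATP detection (Kinase-Glo Plus) follows a 60-minute room-temperature incubation, with wells lacking PGK as controls. Buffer: 100 mM TEA (pH 7.6), 5 mM MgCl2, 0.01% Tween-20. Coupling enzyme GAPDH (100 nM final) supplies unstable 1,3-BPG in-well.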
* hit, by the source's call; i = inactive; ? = inconclusive; . = not tested or not shown; [ ] = dose if it differs, or a comment. Unless noted, calls come from the whole dose curve; as a rule, active = well fitted curve in the direction sought with a large enough effect; inconclusive = small, poorly fitted or top-dose-only effect, or another doubt; inactive = no such curve, though single readings can be large; an effect the other way counts as inactive or inconclusive. Potency is the fitted concentration of half-maximal effect. The list is partial (hit frequency here may not be typical).

TrxR1 inh	Tb PGK inh	12-LOX inh	Pin1 inh	JMJD2A Tudor	ERG-DNA inh	HP1b chromo inh	RGS4 inh	GLS inh	molecule
?	-1%	0%	?	-27%	-2%	-7%	-40%	-1%	COc1ccccc1NC(=O)/C(C#N)=C/C=C/c1ccco1
11%	-7%	20%	3%	-19%	14%	30%[activator]	0%	-3%	Cc1cccc(N(C(=O)Cc2cccs2)C(C(=O)NC2CCCC2)c2ccsc2)c1 (stereo unspecified)
4%	-2%	0%	0%	-11%	0%	27%	-26%	-8%	CC(=O)Nc1ccc(S(=O)(=O)NCc2ccc(C(=O)NCc3ccc4c(c3)OCO4)cc2)cc1
22%	-4%	0%	-1%	10%	-6%	51%[activator]	4%	-3%	Cn1c(=O)c2c(SCC(=O)NC3CCCC3)nc(CC(C)(C)C)nc2n(C)c1=O
-4%	-9%	-15%	5%	-26%	-1%	33%	6%	2%	CCN1CC(c2ccccc2)C(c2ccc(Cl)cc2)=N1 (stereo unspecified)
20%[57.1 µM]	7%	0%	-4%	?	0%	?	7%	-27%	CO/N=C/c1ccc(N2CCCC2)c([N+](=O)[O-])c1
6%	-2%	-8%	-1%	-4%	4%	2%	2%	21%	Cc1cc2c(c(=O)n1CCN(C)C)C(c1ccncc1)C(C#N)=C(N)O2 (stereo unspecified)
15%	i	8%	13%	-34%	-3%	31%	-12%	2%	O=C1CN(C(=O)c2cc3ccccc3oc2=O)C(c2ccc(F)cc2)c2cc(Br)ccc2N1 (stereo unspecified)
9%	i	0%	-8%	-8%	8%	17%	-16%	5%	COC(=O)Cn1cc(C#N)c2ccccc21
-4%	-5%	?	0%	-10%	2%	15%	-8%	0%	CCC1(c2ccc(Cl)cc2)NC(=O)N(CC(=O)NCc2ccc(F)cc2)C1=O (stereo unspecified)
8%[57.1 µM]	-4%	-4%	30%[activator]	-17%	-4%	16%	12%	1%	O=C(NCCCn1ccnc1)c1ccc(Br)o1
21%	-6%	-3%	0%	-9%	12%	44%[activator]	20%[56.9 µM]	-4%	Cc1ccc(NC(=O)C2CCN(S(=O)(=O)c3ccc4c(c3)NC(=O)CO4)CC2)cc1C
-10%	i	-18%	2%	-3%	3%	33%	-13%	-8%	CCCNC(=O)c1ccccc1NC(=O)C1COc2ccccc2O1 (stereo unspecified)
19%[57.1 µM]	-9%	14%	33%[activator]	-12%	-2%	44%[activator]	-21%	1%	O=C(Nc1nc2c(F)cc(F)cc2s1)c1ccccn1
-9%	i	-13%	0%	-5%	0%	31%	6%	-2%	Cc1cc(O)c(-c2ccno2)cc1Cl
15%	i	2%	-8%	-17%	2%	32%[activator]	-5%	2%	CCCC(=O)N1CC(=O)Nc2ccc(F)cc2C1c1ccccc1 (stereo unspecified)
14%	.	18%	0%	-4%	1%	18%	8%	-1%	CCOC(=O)C1C(=O)NCC1c1ccccc1 (stereo unspecified)
5%[57.1 µM]	-7%	-15%	-1%	-13%	3%	-9%	-11%	0%	CCOc1ncccc1C(=O)OC(C)C(=O)NC1CCCCC1 (stereo unspecified)
17%[57.1 µM]	0%	25%	-4%	-6%	-8%	39%	15%	21%	O=C(O)c1ccc(-c2ccc(O)c(F)c2)cc1
31%	1%	0%	6%	-12%	1%	36%	19%	1%	COc1ccc(CCN(C)Cc2cccc3ccccc23)cc1OC

Next compounds:
TrxR1 inh	Tb PGK inh	12-LOX inh	Pin1 inh	JMJD2A Tudor	ERG-DNA inh	HP1b chromo inh	RGS4 inh	GLS inh	molecule
22%	i	7%	-14%	-3%	.	21%	-4%	-7%	O=C(CSc1nnc2ccccn12)NC(=O)NC1CCCC1
27%	-1%	-21%	2%	-8%	5%	58%[activator]	-14%	-1%	Cc1ccc(N(CC(O)CN2C(=O)NC(C)(C)C2=O)S(=O)(=O)c2ccc([N+](=O)[O-])cc2)cc1 (stereo unspecified)
-9%	-9%	11%	0%	-14%	5%	25%	-32%	-4%	Cc1nn(C)cc1/C=N/NC(=O)C(C)(C)Oc1ccc(Cl)cc1
-9%	-10%	-19%	6%	-3%	.	16%	-19%	-3%	Cc1nnc(SCC(=O)NCc2ccccc2Cl)n(N)c1=O
7%	-2%	6%	5%	-22%	5%	17%	-8%	-3%	Cn1c(=O)c2c(nc(CN3CCN(c4ccccc4)CC3)n2CCCc2ccccc2)n(C)c1=O
?	1.1µM*	?	?	1.1µM*	.	1.4µM*	7%	1.8µM*	CCCCCC(=O)Nc1cc(S(=O)(=O)O)cc2cc(S(=O)(=O)O)cc(O)c12
-4%	4%	.	1%	-35%	2%	-13%	-31%	12%	Nc1nc(-c2ccc(-n3nncc3-c3ccco3)cc2)cs1
9%	2%	-7%	-14%	-17%	3%	21%	1%	-2%	Cc1cc(C)n2c(SCC(=O)NC3CCCC(C)C3C)nnc2n1 (stereo unspecified)
9%	1%	-36%	3%	-28%	.	9%	-7%	47%[activator]	O=C(C1COc2ccccc2O1)N1CCN(c2ccc(F)cc2)CC1 (stereo unspecified)
40%	i	-8%	-3%	-4%	0%	24%	5%	-7%	COc1ccccc1Nc1nc(C)nc(N)c1S(=O)(=O)c1ccccc1
3%[57.1 µM]	7%	397%[activator]	0%	-23%	3%	11%	-36%	-2%	COc1ccc(N2C(=O)C3CCCN3C2c2ccccc2Cl)cc1 (stereo unspecified)
-13%	-5%	0%	5%	?	-9%	?	-5%	-5%	O=C(O/N=C\c1ccc(N2CCOCC2)c([N+](=O)[O-])c1)c1ccc(F)cc1
-14%[57.1 µM]	3%	-11%	0%	-14%	-5%	26%	3%	0%	Cc1c(Cl)cccc1NC(=O)CSc1nnc(C)n1-c1ccccc1
-2%	2%	435%[activator]	8%	-12%	1%	25%	21%	6%	CC(Oc1cccc(Br)c1)C(=O)Nc1cccc(S(=O)(=O)N2CCOCC2)c1 (stereo unspecified)
14%	-6%	-20%	?	-23%	0%	9%	5%	-6%	CCOC(=O)c1c(NC(=O)c2nc(SC)ncc2Cl)sc(C)c1C
13%	i	-16%	-2%	-17%	-8%	32%	-6%	8%	O=S(=O)(c1ccc2c(c1)OCO2)N1CCN(c2nnnn2-c2ccccc2)CC1
?	-7%	-5%	-5%	-17%	-4%	26%	4%	-6%	COc1ccccc1CNC(=O)COC(=O)c1nccnc1N
10%	0%	-3%	10%	-5%	-10%	36%	7%	0%	Cc1cc(C)n2cc(CSc3nc4ccccc4s3)nc2n1
4%[57.1 µM]	-3%	?	2%	-10%	-5%	48%[activator]	-4%	0%	CC(C)(C)c1nc2ccc(NS(=O)(=O)c3ccc(F)c(F)c3F)cc2[nH]1
0%	2%	-30%	4%	-9%	-2%	39%[activator]	10%	6%	O=C(Nc1cc(Cl)ccc1-n1cncn1)c1ccc(Br)o1

Individual results from the entries so far.
O=S(=O)(c1ccc2c(c1)OCO2)N1CCN(c2nnnn2-c2ccccc2)CC1 in ERG-DNA inh → -8%
CC(Oc1cccc(Br)c1)C(=O)Nc1cccc(S(=O)(=O)N2CCOCC2)c1 (stereo unspecified) in ERG-DNA inh → 1%

Complete entries as entered above. Screens in order: TrxR1 inh, Tb PGK inh, 12-LOX inh, Pin1 inh, JMJD2A Tudor, ERG-DNA inh, HP1b chromo inh, RGS4 inh, GLS inh
COc1ccccc1Nc1nc(C)nc(N)c1S(=O)(=O)c1ccccc1 is listed with 40%, i, -8%, -3%, -4%, 0%, 24%, 5%, -7%
CC(C)(C)c1nc2ccc(NS(=O)(=O)c3ccc(F)c(F)c3F)cc2[nH]1 is listed with 4%[57.1 µM], -3%, ?, 2%, -10%, -5%, 48%[activator], -4%, 0%

Additional structures
TrxR1 inh	Tb PGK inh	12-LOX inh	Pin1 inh	JMJD2A Tudor	ERG-DNA inh	HP1b chromo inh	RGS4 inh	GLS inh	molecule
22%[57.1 µM]	-6%	7%	-3%	?	-12%	-3%	-10%	13%	CCOc1ccccc1NC(=O)C(=O)NCCC1=CCCCC1
?	-3%	5%	-6%	-4%	-8%	31%	-15%	4%	CCOc1ccc(C2c3c(oc4ccccc4c3=O)C(=O)N2CCCN2CCOCC2)cc1 (stereo unspecified)
1%[2.29 µM]	1%	2%	-1%	4%	5%	37%[57 µM]	-16%	5%	Fc1cccc(CSc2ncnc3c2ncn3C2CCCCO2)c1 (stereo unspecified)
17%	.	.	-2%	-5%[57.1 µM]	.	11%[57 µM]	9%	.	CCCCn1cnc2c(=O)[nH]c(N)nc21
21%[57.1 µM]	3%	?	4%	-20%	-5%	39%	-9%	8%	CCOc1ccc(-c2[nH]ncc2Oc2cccc(OC)c2)c(O)c1
5%	6%	5%	1%	-3%	-1%	27%	-11%	17%	CC1=NN(C(=O)c2c(Br)c(C)nn2C)C(O)(C(F)(F)F)C1 (stereo unspecified)
-12%	3%	?	11%	?	-16%	?	-23%	-4%	Cc1ccc(Nc2nc(N)c([N+](=O)[O-])c(NCc3ccco3)n2)cc1C
14%[57.1 µM]	-3%	.	4%	-16%	-7%	44%[activator]	-25%	3%	CCOc1ccc2nc(N3CCC(C(=O)N4CCN(C(=O)c5ccco5)CC4)CC3)sc2c1
3%[57.1 µM]	-3%	2%	-1%	-2%	13%	47%[activator]	-32%	8%	CCOC(=O)N1CCc2c(sc3nc(SC(C)C)n(N)c(=O)c23)C1
21%[57.1 µM]	-1%	-17%	-16%	-9%	-1%	26%	5%	-6%	CCc1cccc(C)c1NC(=O)C1CCCN1C(=O)NCc1ccccc1 (stereo unspecified)
12%	i	10%	-4%	-5%	2%	9%	-13%	-2%	COc1ccc(N(CC(=O)NC2CCCC2)C(=O)Cn2nnc(-c3ccc(C)cc3)n2)cc1
12%	i	?	0%	10%	?	51%[activator]	4%	-2%	CN1/C(=C\C(=O)c2cccs2)C(C)(C)c2ccccc21

From PubChem BioAssay
